Screening results (PubChem)
RBBP9 inhibitor – human RBBP9 inhibitors, primary screen, biochemical, fluorescence polarization, FP-Rh probe, HTS | inhibition, % at 7.94 µM | Serine hydrolase RBBP9 (Homo sapiens), O75884 | recombinant RBBP9 | 220,000 tested, 0.2% active;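 active means inhibition above the campaign mean of all tested compounds plus 3 SD, cut at about 14% in these data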;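 further: plate controls were DMSO wells with RBBP9 for no effect and wells lacking RBBP9 protein for full effect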
Target sequence (O75884 whole entry, looked up): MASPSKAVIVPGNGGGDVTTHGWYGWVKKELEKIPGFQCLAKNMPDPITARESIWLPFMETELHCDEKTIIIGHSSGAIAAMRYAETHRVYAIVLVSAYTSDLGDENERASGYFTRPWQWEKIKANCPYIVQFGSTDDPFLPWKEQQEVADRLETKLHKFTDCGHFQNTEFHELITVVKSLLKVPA
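Test system – recombinant human RBBP9 · Input – RBBP9 2.5 µM in dispensing solution, pre-mixing · Medium – Tris buffer pH 8.0, NaCl, Pluronic · Schedule – preincubation 30 min plus labeling 45 min at 25 °C · Measured by – fluorescence polarization · Measure – % inhibition · Controls – DMSO and no-protein wells · Replicates – one well per compound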
Ba/F3 V617F tox – reduced viability of JAK2V617F-dependent Ba/F3 cells, primary screen, JAK2V617F inhibitor project, cell-based, Ba/F3 EpoR-JAK2V617F, luminescence; ATP luminescence; 220,000 tested, 1.1% active; inhibition, % at 5.6 µM; AID 1446, 2008;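 active means inhibition above the campaign mean plus 3 SD over all tested compounds, cut at about 24% in these data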;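 further: cytokine-independent growth of Ba/F3 cells driven by EpoR plus mutant JAK2; 0% = DMSO-treated cells and 100% = JAK inhibitor I control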
TNF necrop inh – inhibitors of TNF-alpha triggered necroptosis, primary screen, cell-based, Jurkat FADD-/-, single concentration. Jurkat FADD-/- TNF necroptosis rescue, ATP luminescence, 24 h; 0 = TNF only, 100 = no-TNF cells. activation (protection from cell death), % at 10 µM. 220,000 tested, 0.068% active. AID 463075, 2010;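 active means activation, meaning protection from cell death, of at least 50% relative to plate controls; inactive means activation below 50%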;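 further: necroptosis triggered by 40 ng/mL TNF-alpha added together with compound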
Wee1 stabilizer – Wee1 degradation inhibitors, primary screen, cell-based, HeLa, Wee1K328M-luciferase, luminescence; AID 1321, 2008; HeLa Luc-Wee1K328M stability; 100% = proteasome inhibitor MG132 effect; reporter increase, % at 5 µM; 220,000 tested, 1.2% active;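 active means activation above the mean of all tested compounds plus 3 SD, set per screening run, cut at about 8.8% in these data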;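 further: cells exposed to compound for 20 h before luminescence read; 0% = DMSO alone and 100% = MG132 at 30 µM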
BaF3 tox – parental Ba/F3 cell viability inhibition, counter-screen for JAK2V617F inhibitor project, murine pro-B, CellTiter-Glo luminescence. CellTiter-Glo ATP luminescence. inhibition, % at 5.6 µM. 220,000 tested, 1.1% active;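 active means inhibition above a per-campaign cutoff, the mean inhibition of all tested compounds plus 3 SD, cut at about 27% in these data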;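 further: 0% = DMSO wells and 100% = JAK Inhibitor I control wells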
zfTRPN1 agonist – zebrafish TRPN1 channel agonists, primary screen, cell-based, HEK293, calcium fluorescence; HEK293 zebrafish TRPN1-YFP, Fluo-8 calcium fluorescence; 100% = response to 87 µM carbachol; activation, % at 3 µM; 220,000 tested, 0.18% active;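 active means activation above its plate's cutoff, the mean activation of test wells on that plate plus 3 SD, cut at about 19% in these data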;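 further: 0% = DMSO alone and 100% = 87 µM carbachol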
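Material: zebrafish TRPN1-YFP in HEK293 cells; Doses: single test compound dose, 3 µM nominal, 0.3% DMSO; Timing: dye loading 1 h at 37 °C, then 30 min room temperature; Technique: intracellular calcium fluorescence with Fluo-8; Benchmarks: high carbachol 87 µM, low DMSO alone.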
PPC-1+TRAIL kill – compounds killing PPC-1 cancer cells with TRAIL present, primary screen, TRAIL potentiator project, ATPLite luminescence, uHTS | PPC-1 cells + TRAIL, ATPLite viability luminescence | cell killing (% activity), % at 4 µM | 220,000 tested, 0.41% active;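 active means cell killing above 50% in the first pass at 4 µM, then a duplicate retest at 5 µM averaging 50% or more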;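 further: plate controls were cells with TRAIL plus DMSO for no effect and medium-only wells lacking cells for full effect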
TRPML3 agonist – human TRPML3 channel agonists, primary screen, cell-based, HEK293 TRPML3-YFP, Fluo-8 calcium fluorescence, 3 µM. activation, % at 3 µM. Mucolipin-3 (Homo sapiens), Q8TDD5. 100% = the carbachol control signal. 220,000 tested, 0.29% active;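 active means activation above its plate's cutoff, the mean activation of the plate's test wells plus 3 SD, cut at about 12% in these data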;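 further: 0% = DMSO only wells and 100% = carbachol wells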
Target sequence (Q8TDD5 whole entry, looked up): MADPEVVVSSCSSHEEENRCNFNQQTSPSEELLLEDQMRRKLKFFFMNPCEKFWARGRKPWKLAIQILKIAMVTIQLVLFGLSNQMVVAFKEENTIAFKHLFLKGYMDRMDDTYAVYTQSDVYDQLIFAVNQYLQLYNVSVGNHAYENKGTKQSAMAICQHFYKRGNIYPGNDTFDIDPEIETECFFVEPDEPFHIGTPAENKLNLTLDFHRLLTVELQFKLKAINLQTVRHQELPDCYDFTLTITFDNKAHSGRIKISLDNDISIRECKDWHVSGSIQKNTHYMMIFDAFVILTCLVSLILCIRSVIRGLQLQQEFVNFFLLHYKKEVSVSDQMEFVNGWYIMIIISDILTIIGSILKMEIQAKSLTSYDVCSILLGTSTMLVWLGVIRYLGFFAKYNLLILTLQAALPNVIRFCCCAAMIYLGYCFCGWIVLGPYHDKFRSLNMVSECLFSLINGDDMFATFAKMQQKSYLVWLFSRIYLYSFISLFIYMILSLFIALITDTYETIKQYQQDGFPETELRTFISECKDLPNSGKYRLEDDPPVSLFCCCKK
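Test system: TRPML3-YFP stable HEK293 cells. Doses: single point at 3 µM. Incubation: dye loading 1 h 37 °C then 30 min ambient, 125 s read. Signal: Fluo-8 calcium dye fluorescence, ex 470-495, em 515-575 nm. Measure: percent activation from peak-to-basal fluorescence ratio, scaled between DMSO and carbachol.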
CHOP inh – inhibitors of CHOP promoter induction, primary screen, cell-based, unfolded protein response, luciferase reporter; inhibition, % at 10 µM; 220,000 tested, 3.8% active; AID 2732, 2010; CHO-K1 CHOP-promoter luciferase, tunicamycin-induced, 15-18 h;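 active means compounds that reduced the stress-induced luciferase reporter signal by more than about 70% of percent inhibition, limit read from the data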;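 further: 0% = tunicamycin plus vehicle and 100% = wells without tunicamycin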
* = called active by the depositor. Outcome played no part in choosing rows; about 6.8% have a hit in one of these screens.

Start of the listing, in advance:
SMILES | RBBP9 inhibitor | Ba/F3 V617F tox | TNF necrop inh | Wee1 stabilizer | BaF3 tox | zfTRPN1 agonist | PPC-1+TRAIL kill | TRPML3 agonist | CHOP inh
NC(=O)[C@@H]1CCCCNc2c(F)cc([N+](=O)[O-])cc2C(=O)N[C@@H](CC(=O)O)C(=O)NCC(=O)N1 | -2 | 0 | 1.6 | 17* | -1 | -0.4 | 16 | 0.5 | -11
O=C(Cc1coc2ccc3ccccc3c12)N1CCc2ccccc21 | -10 | -1 | 0.2 | 1 | 0 | -0.4 | -3 | -0.2 | 22
COCCNS(=O)(=O)c1ccc(-c2ccc(C)cc2)cc1 | -2 | 0 | -5.3 | -1 | 1 | -0.5 | 24 | 0.3 | 35

Results (from the top)
SMILES | RBBP9 inhibitor | Ba/F3 V617F tox | TNF necrop inh | Wee1 stabilizer | BaF3 tox | zfTRPN1 agonist | PPC-1+TRAIL kill | TRPML3 agonist | CHOP inh
NC(=O)[C@@H]1CCCCNc2c(F)cc([N+](=O)[O-])cc2C(=O)N[C@@H](CC(=O)O)C(=O)NCC(=O)N1 | -2 | 0 | 1.6 | 17* | -1 | -0.4 | 16 | 0.5 | -11
O=C(Cc1coc2ccc3ccccc3c12)N1CCc2ccccc21 | -10 | -1 | 0.2 | 1 | 0 | -0.4 | -3 | -0.2 | 22
COCCNS(=O)(=O)c1ccc(-c2ccc(C)cc2)cc1 | -2 | 0 | -5.3 | -1 | 1 | -0.5 | 24 | 0.3 | 35
O=C(CCCCCNC(=O)c1ccccc1)C[N+](=O)[O-] | -7 | 5 | 0.8 | 1 | 5 | 0.3 | 6 | 0.5 | 8
COc1ccc(OCCCC(=O)Oc2ccc(OC)cc2)cc1 | 3 | -3 | -1.5 | -2 | 1 | -0.2 | 18 | 0.6 | -9
O=C(c1ccc2c(c1)OCCO2)C1CCN(C(=O)c2ccc(F)cc2)CC1 | -4 | 1 | -0.9 | -2 | 6 | 2.3 | 15 | 1.6 | 24
O=C(Nc1nc2ccccc2[nH]1)c1ccc(Cl)c([N+](=O)[O-])c1 | 3 | -2 | -0.4 | -2 | 2 | -0.3 | 42 | 1.5 | -79
O=C(NC(=S)NNC(=O)c1ccccc1O)c1ccco1 | -3 | 5 | 2.5 | -1 | 4 | -0.1 | 0 | -0.1 | 2
Cc1csc(NC(=O)c2ccccc2O)n1 | -7 | -3 | -3.3 | -3 | 1 | 0.8 | 26 | 0.9 | -18
COc1cccc2cc(C(=O)c3ccccc3)oc12 | -2 | 1 | 1.9 | -1 | 10 | -0.5 | 27 | -0.7 | -8
COc1cccc(-c2csc(N3CCN(S(=O)(=O)c4ccc(F)cc4)CC3)n2)c1 | -12 | -4 | 6.2 | 6 | 2 | -1.1 | 3 | 1.8 | 3
CC1CCN(S(=O)(=O)c2ccc3ncn(CC(=O)N4CCN(C)CC4)c(=O)c3c2)CC1 | -2 | 0 | 1.0 | -1 | 5 | 1.8 | -11 | 0.8 | 7
CSc1nc(-c2ccc(Cl)cc2)c(C#N)c(=O)n1C | -6 | -1 | -0.4 | -1 | 4 | -0.3 | -3 | 0.1 | 37
Nc1ccc2nc(-c3cc(Cl)c(N)c(Cl)c3)[nH]c2c1 | 4 | 24* | -14 | 0 | 20 | -0.3 | 25 | 0.2 | -42
CC1(C)C2CCC1(C)C1(C2)NC(=O)c2ccccc2O1 (stereo not given) | -7 | 1 | 1.7 | 1 | 1 | -0.8 | 4 | 0.4 | 20
O=C(Nc1cc(Cl)ccc1N1CCCCC1)c1cccs1 | -4 | -2 | 1.3 | -1 | 3 | -0.6 | 2 | 0.3 | 55
COc1cc(/C=N/NC(=O)c2ccc(Cl)c(S(N)(=O)=O)c2)ccc1OCC(N)=O | -12 | -2 | -0.4 | -1 | -3 | 0.6 | 16 | 0.9 | 20
CCOC(=O)c1ccc(NC(=S)N(CCCN2CCN(C)CC2)Cc2cccs2)cc1 | 1 | -4 | 1.5 | 3 | 5 | 0.1 | 9 | 1.0 | 21
O=C(NCCCN1CCOCC1)NC1CCCCC1 | 2 | 3 | -1.2 | -3 | 1 | 1.4 | 4 | -0.1 | 13
C[C@]1(C(=O)NCCc2c[nH]c3ccccc23)C=C[C@@H](Cc2ccccc2)N1C(=O)c1ccccc1 | -3 | -1 | 0.6 | 0 | 3 | -2.1 | 15 | 0.1 | 17
CCSc1ccc(-c2nn(-c3ccccc3)cc2/C=C(/C#N)C(=O)NCCCOC)cc1 | 3 | -5 | 2.0 | 1 | -1 | 0.0 | 2 | 1.1 | 50
COc1ccc(CNC(=O)c2ccc(=O)oc2)cc1OC | -7 | -2 | -1.1 | 9.4* | 2 | 0.7 | -3 | 0.2 | 45
CC(C)CC(=O)N=Nc1c(O)[nH]c2ccccc12 | -9 | -1 | 1.9 | 2 | 4 | 1.3 | -7 | 0.0 | 18
Cc1ccc(N2C(=O)CC(N3CCSCC3)C2=O)c(C)c1 (stereo not given) | 4 | -1 | 3.2 | -3 | -2 | 40* | 21 | 0.3 | 19
N#C/C(=C\c1cccn1-c1ccccc1)C(=O)NC1CCCCC1 | -4 | 0 | -3.0 | 1 | 7 | -0.8 | 27 | -0.6 | 44
CCOc1cc(CNn2cn[nH]c2=S)cc(Cl)c1OCc1ccccc1F | 0 | 4 | 1.1 | 0 | 7 | -1.8 | -13 | -1.1 | 40
CCOc1cc(N2CCOCC2)c(OCC)cc1NC(=O)C(C)(C)C | -4 | 1 | 0.3 | 2 | 4 | -0.2 | -5 | 0.6 | 0
C=CCNC(=O)Nc1ccc(Cl)cn1 | 3 | 3 | 1.0 | 4 | 7 | 0.0 | 2 | 0.2 | 43
O=C(Cn1cnc2ccccc21)Nc1cc(C(F)(F)F)ccc1N1CCOCC1 | -8 | -2 | -0.5 | 6 | 7 | 0.7 | -2 | 1.4 | -13
CCCC(=O)Nc1ccc(C=C(C(C)=O)C(C)=O)cc1 | -10 | -3 | -18 | 3 | -1 | 0.1 | -2 | 0.3 | -29
Cc1ccccc1NC(=O)C(=O)N/N=C/c1cccc(Br)c1 | -7 | 1 | 0.5 | 3 | 4 | 0.2 | 15 | -0.2 | -11
O=Nc1ccc(NOC(=O)c2ccccc2Br)cc1 | -2 | -3 | 4.6 | -2 | 1 | -0.8 | 24 | 1.1 | 5
CCCCNC(=O)N(C)c1nncnc1C(=O)NC | 8 | -3 | 2.3 | 6 | 8 | 2.1 | 11 | 0.7 | -15
O=C(C1CCCCC1)N1CCN=C1SCc1cccnc1 | -8 | 4 | 1.2 | -3 | 4 | 1.5 | 6 | 0.4 | 23
COc1ccc(C(=O)Nc2nccs2)cc1[N+](=O)[O-] | 0 | 1 | 6.3 | 2 | 4 | 0.0 | 7 | 0.2 | -6
CCOc1ccc(N2C(=O)CSC23CCCCC3)cc1 | -8 | -2 | 4.8 | -4 | 5 | 0.7 | 19 | 0.0 | 65
O=C(O)C1CC(O)CN1C(=O)c1ccco1 (stereo not given) | 3 | -5 | -2.0 | 0 | 1 | 0.5 | 15 | 0.7 | 14
COc1ccc(CCNC(=O)Cc2cc(OCc3ccccc3)c(OC)cc2[N+](=O)[O-])cc1OC | -2 | -1 | -2.8 | 0 | 0 | 0.0 | -8 | -1.0 | -11
CCC(C(=O)OCC(=O)Nc1c(C)n(C)n(-c2ccccc2)c1=O)c1ccccc1 (stereo not given) | -15 | 2 | -1.6 | -1 | 2 | 0.6 | 10 | 1.2 | 37
FC(F)Sc1ccc(NC(=S)NC2CCC(NC(=S)Nc3ccc(SC(F)F)cc3)CC2)cc1 (stereo not given) | -6 | -1 | -1.4 | 4 | 3 | 0.4 | 15 | 1.0 | -12
CCOCCCNC(=O)Cc1ccc(OC)c(OC)c1 | -3 | 0 | 0.2 | -1 | 4 | 1.7 | -4 | 0.5 | 38
Cn1c(=O)c2c(nc(Br)n2Cc2ccc3ccccc3c2)n(C)c1=O | -14 | -1 | -11 | 4 | 7 | 0.6 | -9 | -0.1 | 54
CN(C(=O)CSc1nc2ccc(Br)cc2c(=O)n1Cc1ccco1)C1CCS(=O)(=O)C1 (stereo not given) | -2 | -2 | 3.9 | -2 | -4 | 1.7 | 5 | 0.8 | 6
O=c1[nH]c(CO)nc2c1oc1ccccc12 | 3 | 0 | 0.5 | 0 | 4 | -0.7 | -6 | 1.3 | 4
COC(=O)c1cnn2c(C(F)(F)F)cc(-c3ccco3)nc12 | -6 | 3 | -5.2 | 1 | 2 | 2.5 | 25 | 1.1 | 2
CCCCSc1nc(C)c(CC(=O)O)c(=O)[nH]1 | -1 | -4 | 0.1 | -2 | 1 | -0.4 | 2 | 0.7 | 17
COCc1ccc(CN2CCCC(CO)(Cc3ccccc3)C2)o1 (stereo not given) | 2 | 1 | 2.8 | -1 | 8 | 0.1 | 14 | 0.6 | 6
CCOC(=O)C1=C(C)Nc2ccccc2N=C1NC(=O)c1cccc(S(=O)(=O)N(C)C)c1 | -6 | -1 | 0.2 | 0 | 9 | 0.0 | 16 | -0.4 | 8
O=C(COC(=O)C1CCN(S(=O)(=O)c2cccs2)CC1)NCc1ccc(F)cc1 | 6 | -4 | 3.8 | 1 | 1 | 2.7 | 12 | 0.2 | 14
Cc1[nH][nH]c(=O)c1C=NCc1ccc(Cl)cc1 | -8 | 1 | -0.2 | 0 | 7 | 0.4 | 2 | 1.4 | 4
S=C(Nc1ccccc1)Nc1ccc(OCc2ccccc2)cc1 | -7 | 1 | -2.5 | 4 | 6 | 2.2 | 11 | 1.2 | -15
c1ccc2c(-c3nnc4n3CCCCC4)c[nH]c2c1 | 1 | -5 | -2.2 | 3 | 1 | -0.4 | 6 | 0.1 | 12
